Screening data: PubChem BioAssay, The Scripps Research Institute Molecular Screening Center
TDP2 absorb – blocks human TDP2 phosphodiesterase activity; O95551; recombinant TDP2, T5PNP hydrolysis, p-nitrophenol absorbance 415 nm; inhibition, % at 12.8 µM; 370,000 compounds, 0.34% hits;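 active means inhibition above the mean of all tested compounds plus 3 SD, set per campaign, cut at about 25% in these data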;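 further: 0% = DMSO with enzyme and 100% = buffer with substrate but no TDP2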
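Evaluation: % inhibition relative to enzyme-containing and enzyme-free wells. Material: recombinant human TDP2. Benchmarks: enzyme-free and DMSO wells. Timing: enzyme reaction with compound for 2 h at 37 °C. Compound dosing: 12.8 µM only. Measured by: p-Nitrophenol epi absorbance. Reagent: T5PNP substrate at 5 mM, a TopII-DNA adduct mimic. Replication: single well per compound.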
TCR CD3 inh – blocks the human TCR-CD3 interaction; inhibition, % at 9.4 µM; TAMRA-labeled TCR probe fluorescence, biochemical; 360,000 compounds, 0.37% hits; in the data active means inhibition above about 19%;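 further: recombinant mutant TCR 2C K166C tagged with TAMRA read by polarization; 0% = receptor in buffer alone and 100% = receptor with positive control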
SIAE inh – blocks human sialic acid acetylesterase; 370,000 compounds, 0.69% hits; Q9HAT2; SIAE FP-Rh probe binding, fluorescence polarization; AID 1053197; inhibition, % at 9.66 µM;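 active means inhibition above a cutoff: mean of compounds within the control limits plus 3 SD of those, cut at about 17% in these data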;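 further: 0% = plate median of compound wells and 100% = probe without SIAE protein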
PRMT1 FP inh – blocks human protein arginine methyltransferase 1 | recombinant PRMT1, activity-based probe fluorescence polarization | inhibition, % at 2.79 µM | Q99873 | 370,000 compounds, 1.3% hits;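 active means inhibition above about 21% made by adding two undisclosed values, limit read from the data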
PG9 Ab binder – binds the HIV-1 gp120 antibody PG9; inhibition, % at 6.7 µM; 360,000 compounds, 0.43% hits; TR-FRET gp120-PG9 antibody binding; in the data active means inhibition above about 8.5%
UHRF1 MBD2 ctr – human UHRF1 methylated DNA binding inhibitors; Q96T88; inhibition, % at 4.4 µM; AID 687016; UHRF1 binding to methylated oligo, TR-FRET; 370,000 compounds, 0.75% hits; in the data active means inhibition above about 21%;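 further: UHRF1 SRA domain binding a hemimethylated CpG hairpin DNA probe; 0% = median of test compound wells and 100% = reference inhibitor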
LEDGF integ inh – blocks HIV-1 LEDGF/p75-dependent DNA integration; TR-FRET IN-LEDGF/p75 DNA integration, Eu/Cy5; 370,000 compounds, 0.64% hits; inhibition, % at 3.7 µM;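 active means inhibition above the screen-wide mean plus 3 SD, cut at about 13% in these data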;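 further: signal is the Cy5 over europium emission ratio at 671 and 618 nm; 0% = plate median of compound wells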
Tn7 DDE FP – disrupts Tn7 cyclic peptide binding to fibrin D-Dimer-E complex | P02675 | FP displacement of FITC-Tn7 peptide from fibrin DD(E); 0% = median of compound wells per plate | inhibition, % at 8.3 µM | 370,000 compounds, 0.13% hits | AID 720508;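 active means inhibition above the mean of compounds falling within the control limits plus 3 SD of them, cut at about 14% in these data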;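 further: 0% = plate median of compound wells and 100% = 10 µM Aha-Tn7 peptide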
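Assay system: human fibrin DD(E) protein / Input: 2 µM fibrin DD(E) / Benchmarks: high control of 10 µM Aha-Tn7 peptide / Measured by: fluorescence polarization of the labelled Tn7 tracer / Medium: Tris buffer with calcium and detergent, pH 7.8 / Timing: 10 min compound pre-incubation, 3 h probe incubation at room temperature / Repeats: one replicate per compound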
ABHD4 inh – inhibitors of mouse ABHD4; Q8VD66; purified mABHD4, FP-Rh probe fluorescence polarization; inhibition, % at 8.92 µM; 370,000 compounds, 0.54% hits; AID 720543;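 active means inhibition exceeding the mean over every tested compound plus 3 SD, cut at about 30% in these data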;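 further: 0% = plate median of compound wells and 100% = S159A mutant with DMSO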
Target sequence (Q8VD66 whole entry, looked up): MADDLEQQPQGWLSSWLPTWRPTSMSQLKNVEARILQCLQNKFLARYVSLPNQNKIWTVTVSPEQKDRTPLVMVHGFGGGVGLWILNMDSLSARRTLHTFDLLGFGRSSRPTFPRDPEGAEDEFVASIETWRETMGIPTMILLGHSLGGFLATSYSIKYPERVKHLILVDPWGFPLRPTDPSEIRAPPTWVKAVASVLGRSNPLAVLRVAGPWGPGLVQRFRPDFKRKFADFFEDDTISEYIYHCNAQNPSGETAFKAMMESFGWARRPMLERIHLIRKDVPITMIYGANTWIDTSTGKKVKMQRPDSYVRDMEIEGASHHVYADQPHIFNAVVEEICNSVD
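Assay system: mABHD4 protein; medium: HEPES pH 7.0, NaCl, Pluronic buffer; dosing: 8.92 µM, single dose; schedule: 45 min + 60 min at 25 °C; signal: FP readout, ex 525 nm / em 598 nm; read-out: normalized percent inhibition of probe labeling; repeats: single replicate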
HTRA1 inhibitor – inhibitors of human serine peptidase HTRA1. recombinant HTRA1, FP-rhodamine activity-based probe, fluorescence polarization. inhibition, % at 5.96 µM. 340,000 compounds, 0.5% hits; in the data active means inhibition above about 36%;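 further: 0% = enzyme with DMSO and 100% = wells lacking enzyme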
Target sequence (Q92743 whole entry, looked up): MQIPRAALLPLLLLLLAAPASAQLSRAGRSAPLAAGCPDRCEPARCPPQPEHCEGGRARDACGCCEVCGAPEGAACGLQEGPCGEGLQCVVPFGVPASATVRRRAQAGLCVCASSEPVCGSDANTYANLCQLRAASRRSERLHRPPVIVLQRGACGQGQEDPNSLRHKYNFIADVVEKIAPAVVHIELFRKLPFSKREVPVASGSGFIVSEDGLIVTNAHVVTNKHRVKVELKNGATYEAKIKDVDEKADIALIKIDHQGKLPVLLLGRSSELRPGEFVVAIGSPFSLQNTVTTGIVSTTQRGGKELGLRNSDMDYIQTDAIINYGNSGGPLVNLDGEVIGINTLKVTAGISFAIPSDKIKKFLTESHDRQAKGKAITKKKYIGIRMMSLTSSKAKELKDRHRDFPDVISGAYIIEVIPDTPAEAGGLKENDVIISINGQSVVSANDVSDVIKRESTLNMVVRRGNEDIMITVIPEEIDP
An asterisk follows results filed as active; . = no result given. This is a random part of the collection; about 4.2% have a hit in one of these screens.

SMILES	TDP2 absorb	TCR CD3 inh	SIAE inh	PRMT1 FP inh	PG9 Ab binder	UHRF1 MBD2 ctr	LEDGF integ inh	Tn7 DDE FP	ABHD4 inh	HTRA1 inhibitor
CCS(=O)(=O)Nc1cccc(C2=NN(C(=O)c3ccco3)C(c3ccco3)C2)c1 (stereo not given)	-7	3	-9	0	-1.1	-5	2	-6	-23	-11
CCc1ccc(Nc2nnc(SCC(=O)Nc3sccc3C(N)=O)s2)cc1	-12	-3	-19	13	-0.8	4	-1	0	-30	-49
O=C(Nc1ccc(N2CCN(C(=O)c3ccco3)CC2)cc1)c1ccccc1	-13	-9	-5	5	-2.9	4	-3	5	0	5
CN1CCN(C2=NC(=O)/C(=C/c3ccccc3OS(=O)(=O)c3ccccc3)S2)CC1	-3	1	0	16	-3.5	-4	3	0	10	0
O=C(NCc1cccnc1)C(=O)NC1CCCCC1	6	2	10	-1	-2.8	-3	0	-8	-4	-1
COc1ccc(CNC(=O)C/C(C)=N/NC(=O)C23CC4CC(CC(C4)C2)C3)cc1	7	4	2	0	-2.7	-1	0	-1	1	-8
Cc1ccc(S(=O)(=O)n2nc(OC(=O)c3cccc(F)c3)cc2N)cc1	-5	0	2	7	-0.5	0	4	5	-1	-2
CCOC(=O)c1c(NC(=O)c2ccccc2)sc2c(O)c(CN(CC)CC)ccc12	5	1	-10	1	1.1	1	4	-6	-3	-9
Cc1cccc(NC(=O)CSc2nc(N)cc(N)n2)c1	-4	-1	-4	2	-1.6	1	5	-11	-2	-1
Cc1cccc(/C(N)=N/OC(=O)c2cccc3ccccc23)c1	8	-2	-7	0	-2.7	0	1	-4	9	4
Cn1cccc1/C=N/N1CCN(c2ccccc2)CC1	-1	1	4	2	0.9	-2	-1	0	3	2
COC(=O)c1cccc(NC(=O)c2onc3c2CCCC3)c1	4	-10	2	-1	0.7	0	-1	2	1	-3
O=C(Cn1cnc2ccccc2c1=O)N1CCN(S(=O)(=O)c2ccc(F)cc2)CC1	-7	-12	0	-4	-0.1	3	2	-1	-2	0
CC(C)CC1NC(=S)N(Cc2ccccc2)C1=O (stereo not given)	-7	9	3	-3	-0.4	5	1	6	-1	-7
CS(=O)(=O)N(CC(=O)NC1CCCCC1)Cc1ccc(Cl)cc1	0	-2	-8	1	0.2	1	0	-3	-1	2
Cc1cccc(C)c1NC(=O)C(c1ccc(-c2ccccc2)cc1)n1c(=O)c(-c2cc3ccccc3[nH]2)nc2ccccc21 (stereo not given)	1	-6	-44	-1	0.7	-1	1	-9	-33	.
CCOc1ccc(NC(=O)CSc2nc(C3CC3)nc3ccccc23)cc1	-5	-3	10	-4	-1.6	3	9	0	-6	-1
CCN(CC(=O)Nc1c(F)cccc1F)C(=O)c1c(-c2ccccc2Cl)noc1C	-2	-5	2	2	0.0	0	-4	-4	-2	-5
O=C(CSc1nc2ccccc2o1)Nc1cc(C(F)(F)F)ccc1N1CCOCC1	0	5	3	-2	-0.2	0	0	-5	-14	-29
CC(CCCCCCCCC(=O)O)N(CCO)C(=O)OC(C)(C)C (stereo not given)	-1	4	4	0	-0.5	2	-2	-1	1	-4
c1cncc(-c2nc(NCc3ccco3)c3ccccc3n2)c1	5	3	-4	0	-0.2	0	4	7	4	-4
CCNC(=O)Cn1cc(C#N)c2ccccc21	-4	4	-3	0	2.0	-1	-3	-6	4	0
Cc1ccc(NC(=O)COC(=O)C2CC2C)c(S(=O)(=O)N2CCCCC2)c1 (stereo not given)	0	-6	2	3	0.1	1	4	0	-5	1
COc1ccc2nc(C)cc(Nc3ccc(N4CCOCC4)cc3)c2c1	4	-8	1	2	-0.6	13	0	1	8	2
COCC1CCN(C(=O)c2ccc3oc(Cc4ccc(Cl)cc4)nc3c2)C1 (stereo not given)	-2	3	1	4	-1.1	4	1	0	2	-11
CCNC(=S)SCCOc1ccc(C)cc1	6	2	4	1	-1.3	1	2	-2	3	4
O=C(Nc1cc([N+](=O)[O-])c2[nH]c(=O)c3ccccc3c2c1)C(F)(F)F	-14	0	-13	1	-4.8	-1	7	-1	-5	1
Cn1c(N)c(N2CCN(c3ccccc3)CC2)c(=O)[nH]c1=O	-9	6	0	-2	-2.5	0	2	-6	-2	-1
COC(=O)[C@@H](Cc1c[nH]c2ccccc12)NC(=O)CCC(=O)c1ccc(F)cc1	3	-3	-1	-2	-0.4	1	-1	-2	6	-10
COc1ccc(S(=O)(=O)N(C)C[C@H]2Oc3cc(Br)ccc3S(=O)(=O)N([C@H](C)CO)C[C@H]2C)cc1	0	-4	-5	0	-1.4	4	-4	1	2	-12

Grouped by structure, the entries above with a thiophene ring, fused or not.
SMILES	TDP2 absorb	TCR CD3 inh	SIAE inh	PRMT1 FP inh	PG9 Ab binder	UHRF1 MBD2 ctr	LEDGF integ inh	Tn7 DDE FP	ABHD4 inh	HTRA1 inhibitor
CCc1ccc(Nc2nnc(SCC(=O)Nc3sccc3C(N)=O)s2)cc1	-12	-3	-19	13	-0.8	4	-1	0	-30	-49
CCOC(=O)c1c(NC(=O)c2ccccc2)sc2c(O)c(CN(CC)CC)ccc12	5	1	-10	1	1.1	1	4	-6	-3	-9

(further entries)
SMILES	TDP2 absorb	TCR CD3 inh	SIAE inh	PRMT1 FP inh	PG9 Ab binder	UHRF1 MBD2 ctr	LEDGF integ inh	Tn7 DDE FP	ABHD4 inh	HTRA1 inhibitor
COC(=O)c1c(NC(=O)c2ccc(C)c(S(=O)(=O)Nc3ccccc3C)c2)sc2c1CCCC2	4	3	-1	-1	1.0	-1	2	0	3	-4
O=C(CCNc1cc(Cl)cc(Cl)c1)c1ccco1	5	-2	0	2	-0.3	-1	-1	0	-18	-13
CCOC(=O)N/N=C1\CCS(=O)(=O)c2ccc(Cl)cc21	1	5	-1	-1	-1.4	-1	-3	0	7	7
COc1cccc(NC(=O)CN2C(=O)COc3ccc(C)cc32)c1	11	0	-6	2	-0.3	0	-5	-8	4	-12
NC(=O)c1ccsc1NC(=O)CSc1nnc(NC2CC2)s1	2	-5	4	4	0.0	1	-3	5	-1	0
O=C(NCC(O)c1ccccc1)c1ccc(Cl)c(S(=O)(=O)N2CCCCC2)c1 (stereo not given)	-1	1	-13	1	-1.6	1	0	5	2	-5
NC(N)=NC1=NC(=O)C(Cc2ccccc2)S1 (stereo not given)	0	-2	5	-1	-1.4	-1	-1	8	-4	3
COc1ccc(N2CCN(c3nc(Nc4ccc(C)c(F)c4)nc(N4CCCC4)n3)CC2)cc1	1	4	4	0	-1.1	-4	7	-10	-2	1
Cc1nc(C(C)NC(=O)CCc2nnc(CCCc3ccccc3)o2)c(C)s1 (stereo not given)	-9	8	-6	1	-0.2	2	0	0	6	1
Cc1ccccc1Nc1nn2c(=O)c3ccc(C(=O)N4CCCC(C)C4)cc3nc2s1 (stereo not given)	3	-7	4	2	-1.1	0	1	2	2	-19
O=C(NCCCN1CCN(Cc2ccccc2Cl)CC1)Nc1ccccc1	-7	0	-2	-2	-1.5	-1	-2	-5	4	0
CCOc1nc(NCCC2=CCCCC2)nc(N2CCOCC2)n1	2	9	-2	-1	-1.6	-1	4	-9	-6	0
CCOc1cc(N2CCOCC2)c(OCC)cc1NC(=O)CN1C(=O)NC(CC(C)C)C1=O (stereo not given)	-2	-9	3	4	0.1	2	-5	2	-2	3
Cc1cc(-c2csc(NC(=O)c3ccc(S(=O)(=O)N(C)C)cc3)n2)c(C)n1-c1ccccc1	9	-11	2	2	-6.3	-6	-2	0	-11	-2
Cc1ccc(CCNC(=O)CNC(=O)c2cccs2)cc1	5	1	-1	-2	-1.2	1	-1	5	-2	5
O=C1NCC(c2ccccc2)C1C(=O)N/N=C\c1ccc(-c2cccc(Cl)c2Cl)o1 (stereo not given)	-11	9	-24	0	0.7	-4	1	1	-35	-95
CC(=O)c1c(N2CCOCC2)nc(=O)n(-c2ccccc2)c1C	10	0	1	-1	0.1	11	5	3	-3	7
CN(CCc1ccccc1)C(=O)c1ccc(NC(=O)Cc2cccc(NC(=O)C3CCN(C(=O)CCc4ccccc4)CC3)c2)cc1	-5	5	-33	5	-0.9	2	1	5	-40	-48
NCCOc1cnn(-c2ccccc2Cl)c(=O)c1Cl	6	-4	5	-2	-2.4	18	-1	0	3	4
CC(C)(C)c1nnc(NC(=O)Cc2ccccc2[N+](=O)[O-])s1	4	4	-4	1	1.6	2	-2	10	-1	4
COC(=O)[C@]12C[C@H](CC(=O)NCC3CCCCC3)C(=O)N(Cc3ccco3)C1=C[C@H](C1CCCC1)O[C@@H]2C	-5	.	-2	6	.	1	2	-4	-3	.
COc1cc2c(cc1OC)C(c1c(Cl)cccc1Cl)NC(=O)C2 (stereo not given)	-4	-1	5	-8	-2.0	0	3	2	-1	5
CN(Cc1ccccc1F)C(=O)CCCNC(=O)c1ccc(Cl)cc1	-20	-6	-7	-2	-0.4	4	5	0	-11	-6
CC(=O)Nc1nc2ccccc2n1CCOc1ccccc1Cl	0	1	-6	2	0.7	1	-1	0	6	5
